Bioassay records deposited in PubChem by National Center for Advancing Translational Sciences (NCATS).
KB-3-1 cytotox: kills parental KB-3-1 adenocarcinoma cells | KB-3-1 viability, CellTiter-Glo ATP luminescence, 72 h | Potency, µM (doses to about 46.1 µM), without a hit: at the highest dose activity change, negative = cytotoxic, usual class: cytotoxic | 1.4% of 400,000 active | AID 1347075; further: on the % scale 0 is the no-effect control and ±100 the full control effect; nearly all actives have a fitted effect of over 60% in size
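Viability of parental KB-3-1 cells, measured by CellTiter-Glo luminescence, followed a 72 h incubation at 37 °C with pinned compounds in phenol-red-free DMEM containing 10% FBS.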
KB-V1 MDR tox: KB-V1 MDR subline cytotoxicity; KB-V1 MDR cells viability, CellTiter-Glo, 72 h; Potency, µM (doses to about 46.1 µM), for the others: top-dose activity change, negative = cytotoxicity, hits mostly cytotoxic; 3.4% of 400,000 active; further: on the % scale 0 is the no-effect control and ±100 the full control effect; nearly all actives have a fitted effect of over 60% in size
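KB-V1 MDR subline cells in DMEM (phenol-red free, 10% FBS) exposed to compounds in qHTS concentration series for 72 h at 37 degrees C. Viability read by CellTiter-Glo luminescence; concentration-effect curves fitted after normalization and correction.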
GLP-1R inv ag: acts as inverse agonist at human GLP-1 receptor. P43220. Potency, µM (top dose mostly 38.3 µM), inactives show at the highest dose activity change, negative = inhibition, actives largely listed as inhibitors. HEK293 GLP-1R CRE-luciferase, luminescence, 24 h; GLP-1R form is constitutively active. 1.6% of 410,000 active; further: on the % scale 0 is the no-effect control and ±100 the full control effect; nearly all actives have a fitted effect of over 55% in size
Target sequence (P43220 whole entry, looked up): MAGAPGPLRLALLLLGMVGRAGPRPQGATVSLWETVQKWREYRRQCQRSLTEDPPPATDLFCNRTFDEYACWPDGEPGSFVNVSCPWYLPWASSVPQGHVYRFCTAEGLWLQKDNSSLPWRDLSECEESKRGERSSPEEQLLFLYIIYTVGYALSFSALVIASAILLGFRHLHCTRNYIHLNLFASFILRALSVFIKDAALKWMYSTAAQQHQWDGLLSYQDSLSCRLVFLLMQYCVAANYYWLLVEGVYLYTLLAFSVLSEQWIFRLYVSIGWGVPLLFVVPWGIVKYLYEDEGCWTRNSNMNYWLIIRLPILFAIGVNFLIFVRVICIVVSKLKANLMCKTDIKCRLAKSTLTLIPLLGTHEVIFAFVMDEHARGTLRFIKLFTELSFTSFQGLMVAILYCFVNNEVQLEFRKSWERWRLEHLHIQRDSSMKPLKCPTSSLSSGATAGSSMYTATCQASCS
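Inverse agonists were sought by their lowering of basal cAMP reporter luciferase output in HEK293 cells stably carrying constitutively active human GLP-1R, after 24 h compound treatment.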
GLP1R cytotox: cytotoxicity counter-screen for GLP-1 receptor inverse agonists. 0.13% of 410,000 active. AID 624418. HEK293 cAMP-luciferase reporter cells, luminescence, 24 h. Potency, µM (top dose mostly 38.3 µM), for inactives: at the top dose activity change, negative = inhibition, hits mostly inhibitors;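 further: loss of luciferase light is scored as toxicity; on the % scale 0 is the no-effect control and ±100 the full control effect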
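Quantitative HTS format, 1536 wells, 200 cells/uL seeded. Compounds: 23 nL, 24 h, 37 °C. Detection: luciferase reagent, luminescence at 12 min RT; decreased signal taken as cytotoxic.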
SW480 rerep: inducers of DNA re-replication in SW480 colon cancer cells; SW480 DNA re-replication, Hoechst DNA content imaging, 48 h; Potency, µM (highest dose often 46.1 µM), without a hit: at the highest dose re-replication activation, hits mostly activators; 1.8% of 340,000 active; further: % of control where 0% means no effect; nearly all actives have a fitted effect of over 55% in size
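Per well, 250 cells were exposed to pinned compound for 48 hr. Nuclear DNA was visualised with Hoechst (40 min, 37 C) and total object intensity recorded by fluorescence scanning.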
TDP43 rescue: TDP-43 toxicity inhibition in yeast. TDP-43 expressing yeast growth rescue, BacTiter-Glo, 24 h. Potency, µM (titrated, usually from 46.1 µM), inactives show at the highest dose growth rescue (activation), usual class: activators. 1.8% of 410,000 active; further: % of control where 0% means no effect; nearly all actives have a fitted effect of over 50% in size
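Yeast expressing TDP-43 (pregrown in raffinose, seeded at OD600=0.02 in galactose medium) exposed to compounds 24 hr at 30 deg C. Growth read by BacTiter-Glo luminescence; rescue of toxicity appears as increased signal.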
HT1080-NT tox: kills 2HG-producing HT-1080-NT fibrosarcoma cells | HT-1080-NT fibrosarcoma viability, CellTiter-Glo ATP luminescence, 48 h | 1.6% of 360,000 active | Potency, µM (series often up to 46.1 µM), inactives show at the highest dose activity, negative = less viability, hits mostly cytotoxic;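 further: NT is the 2HG producing partner of a matched IDH1 knockdown line; 0% = DMSO-treated cells and -100% = media-only wells without cells; nearly all actives have a fitted effect of over 55% in size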
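Viability by CellTiter-Glo luminescence after 48 h compound exposure at 37C of HT-1080-NT cells (750/well, RPMI, 5% FBS). % activity scaled between DMSO wells and medium-only wells, then curve-fitted and categorized by curve class.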
HT1080 IDH1KD tx: kills HT-1080 cells with IDH1 knockdown. HT-1080 IDH1 knockdown viability, ATP luminescence, 48 h. Potency, µM (highest dose often 46.1 µM), for the others: top-dose activity, negative = toxicity, hits mostly cytotoxic. 2% of 360,000 active;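 further: 0% = DMSO wells and -100% = cell-free medium wells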
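In this qHTS, HT-1080 cells depleted of IDH1 are exposed for 48 h at 37 °C to compound titrations. Toxicity is scored from CellTiter-Glo luminescence, with DMSO as full viability and medium alone as none.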
GLP1R ag: activates the human GLP-1 receptor | P43220 | HEK293 GLP-1R CRE-luciferase, luminescence, 4-6 h; cells express a hypersensitive GLP-1R form | Potency, µM (top dose mostly 45.6 µM), for inactives: at the highest dose activation, actives largely listed as activators | 0.007% of 380,000 active | AID 624172; further: % of control where 0% means no effect
* hit, by the source's call; u = inconclusive; x = not tested or not shown; & = joins results of further samples; [ ] = remark or other dose. The call rests on the fitted dose curve; in most records, active means well fitted curve in the direction sought with a large enough effect; inconclusive means small, poorly fitted or top-dose-only effect, or another doubt; inactive means no such curve, though single readings can be large; an effect the other way counts as inactive or inconclusive. Potency means the concentration at half of the fitted maximal effect.

SMILES	KB-3-1 cytotox	KB-V1 MDR tox	GLP-1R inv ag	GLP1R cytotox	SW480 rerep	TDP43 rescue	HT1080-NT tox	HT1080 IDH1KD tx	GLP1R ag
CC(C)N1CC2(CC(c3ccccc3C(F)(F)F)=NO2)CN1C(=O)c1ccco1 (stereo not given)	4%	4%	u	-26%	x	0%	16%	-6%	9%
O=C(CSc1nnc(Cc2ccccc2)o1)NC1CCCCC1	10%	-1%	-1%	3%	-5%	-10%	7%	-8%	-2%
O=C(NC(=S)Nc1cccc(Cl)c1N1CCOCC1)c1cccs1	-1%	6%	u	-3%	-5%	-7%	-6%	-2%	12%
O=C(COc1ccc(F)cc1)Nc1nnc(-c2ccncc2)s1	2%	0%	-9%	9%	-11%	5%	15%	6%	-2%
Cc1ccc(CNC(=O)CCCc2nnc3n(C)c(=O)c4sccc4n23)cc1	-4%	12%	-6%	-3%	x	9%	x	x	x
COc1ccccc1C(=O)N/N=C(\C)c1ccc(NC(=O)C2CC2)cc1	0%	u	22%	-7%	1%	-15%	28%	18%	7%
O=S(=O)(/N=C(\Nc1ccc(F)cc1)C(F)(F)F)c1ccccc1	-13%	-9%	-8%	0%	-6%	-12%	-4%	-21%[9.24 µM]	1%
COCC(C)n1c(COc2ccccc2F)nnc1SCC(=O)Nc1oc(C)c2c(C)n[nH]c(=O)c12 (stereo not given)	-6%	13%	-15%	-8%	-2%	-1%	5%	2%	-3%
C=CCOc1ccc(/C=C/C(=O)OCC(=O)NCc2ccco2)cc1	6%	29%	-26%	-18%	-21%	u	4%	-2%	14%
COc1cc2c(cc1OC)C1Cc3ccc(OC)c(OC)c3C[N+]1([O-])CC2 (stereo not given)	17%	21%	-4%	-8%	-8%	2%	10%	1%	-3%
Cc1ccc(CNC(=O)COC(=O)c2ccc(S(=O)(=O)N3CCCCCC3)cc2)cc1	11%	23%	9%	3%	2%	-15%	-3%	-1%	10%
O=C(NCC1CC1)C1(C(F)(F)F)CC(CCc2ccccc2)CCCO1 (stereo not given)	-7%	-16%	u	13%	1%[9.22 µM]	5%	-17%	-7%	9%
Cc1ccc(S(=O)(=O)N(CC(=O)Nc2ccc(C)c(Cl)c2)C(=O)N2CCN(C)CC2)cc1	2%	16%	-9%	-1%	2%	-8%	-7%	-6%	-3%
NC(=NC(=O)c1ccc(OC(F)(F)F)cc1)c1ccc(C(F)(F)F)cn1	8%	27%	23%	-2%	-4%	12%	22%	u	-4%
Cc1ccc(/C=N/N2C(=O)C3C(C2=O)C2C=CC3C23CC3)o1 (stereo not given)	-9%	-8%	3%	4%	u	-15%	0%	3%	-1%
Cc1ccc(Nc2ncnc3sccc23)c(C)c1	-28%	-22%	u	-2%	u	10%	-7%	-12%	15%
Cc1cc(C)nc(SCc2nc3ccccc3n2C)n1	8%	-27%	33%[activator]	-16%	-5%	-1%	15%	11%	6%
Cc1c(Cl)cccc1NC(=O)C(C)n1c(=O)cc(-c2ccccc2)c2c(C)nn(C)c21 (stereo not given)	1%	-14%	-3%	-2%	x	13%	x	x	x
O=C(C[C@H]1C/C=C\C[C@@H](Cc2ccc(F)cc2)C(=O)O[C@@H](c2ccccc2)CNC1=O)NCCO	10%	u	-14%	4%	-1%	13%	4%	2%	-1%
Cc1ccc(CNC(=O)C2CC(=O)N(C3CCCCCCC3)C2)cc1 (stereo not given)	-1%	u	0%	u	-2%	3%	-2%	-1%	6%
COc1ccc(S(=O)(=O)N(C)C[C@H]2OCCCC[C@@H](C)Oc3ccc(N(C)C)cc3C(=O)N([C@H](C)CO)C[C@@H]2C)cc1	2%	21%	14%	-2%	x	9%	-1%	3%	-3%
COc1ccc(C2C(C#N)=C(N)OC3=C2C(=O)CCC3)cc1Cn1nc(C)c([N+](=O)[O-])c1C (stereo not given)	-5%	1%	2%	1%	-4%	-6%	-2%	-4%	1%
COc1ccccc1OCc1cc(C(=O)NCCN2CCCC(O)C2)no1 (stereo not given)	x	x	0%	0%	-5%	9%	3%	9%	-8%
Cc1ccc(C(=O)OCC(=O)NNC(=O)c2ccccc2)c(O)c1	7%	15%	11%	-2%	-4%	-14%	6%	1%	8%
Cc1nc(CN2CCOCC2)cc(=O)[nH]1	1%	7%	5%	0%	-23%	7%	16%	25%	0%
Cc1ccc(-c2cc(C(F)(F)F)n3nc(C(=O)Nc4sc5c(c4C#N)CCC(C)C5)cc3n2)cc1 (stereo not given)	u	13%	-1%	-14%	x	23%	x	x	x
COc1ccc(C=C(c2nc3ccccc3s2)c2nc3ccccc3s2)cc1O	0%	u	u	u	u	u	u	u	11%
CC(=O)Nc1cc(-c2ccc(CO)cc2)cn2c(-c3cccc(C(F)(F)F)c3)cnc12	0%	-10%	u	-9%	x	18%	-29%	u	-6%
COc1cccc(C=Nc2cc(C(C)C)c(O)cc2C)c1O	6%	u	30%	104%[activator]	u	-16%	-3%	-18%	7%
Cn1cnc(S(=O)(=O)Nc2ccccc2C(=O)NCC2CC2)c1	-9%	0%	1%	9%	2%	-3%	10%	14%	3%
CCCN1CCC(=O)N([C@H](CSc2ccccc2)CC(C)C)CC1	14%&-19%	u	-22%	-13%	0%	-9%	0%	0%	-1%
O=C1CCCN2N=C(SCC(=O)Nc3cccc(F)c3)SC2=N1	-9%	-1%	-4%	-4%	-10%	2%	u	-22%	12%
O=c1oc(-c2cccs2)nc2ccccc12	-5%	3%	0%	11%	3%	10%	-26%	-27%	-7%
COC(=O)c1cc(=O)nc(NN=Cc2ccco2)s1	4%	4%	2%	-10%	x	24%	19%	12%	-3%
Cc1ccsc1/C=N/NC(=O)CNC(=O)c1c(F)cccc1Cl	16%	0%	-11%	-18%	-4%	1%	2%	-5%	-4%
CSc1ccccc1-c1nnc(-c2ccccc2)o1	-16%	-3%	-24%	11%	2%	27%	-18%	-21%	8%
Cc1ccc(NC2CC(=O)N(CCc3ccccc3)C2=O)cc1 (stereo not given)	10%	2%	-4%	-6%	-14%	-13%	2%	0%	-11%
CN(C)S(=O)(=O)c1cccc(NC(=O)COC(=O)c2cc(=O)[nH]c(=O)[nH]2)c1	22%	3%	5%	-2%	-3%	16%	16%	11%	-1%
O=C(CCNS(=O)(=O)c1cccc(Cl)c1)OCC(=O)N1CCN(C(=O)c2ccco2)CC1	0%	u	9%	6%	1%	21%	9%	0%	-2%
COc1ccc(CN(C)C(=O)C(Cc2ccccc2)NC(=O)c2ccccc2)c(OC)c1 (stereo not given)	0%	-33%	u	-9%	u	-2%	-5%	-1%	3%
Cc1ccc(C(=O)NCC(c2ccco2)S(=O)(=O)c2cccs2)cc1C (stereo not given)	0%	-2%	-27%	2%	x	24%	x	x	x
Cc1ccc(Cn2c(CN3CCOCC3)nc3c2c(=O)[nH]c(=O)n3C)cc1	-4%	0%	15%	-4%	-3%	-36%	-11%	0%	8%
Cc1ccc(C(CC(=O)O)NC(=O)CCNC(=O)c2ccco2)cc1 (stereo not given)	-3%	-1%	u	u	u	-1%	3%	-6%	1%
CCN1C(=O)[C@H]2[C@@H](c3ccc(-c4ccc5c(c4)OCO5)cc3)N[C@@](Cc3ccccc3)(C(=O)OC)[C@H]2C1=O	14%	19%	-25%	6%	-1%	-2%	27%	11%	12%
